ATG4B inh: ATG4B protease inhibitors, primary screen, biochemical, fluorescence, uHTS; 340,000 tested, 0.51% active; ATG4B cleavage of LC3-PLA2, NBD-HPC fluorescence, 1 h; AID 504462, 2011; Cysteine protease ATG4B (Homo sapiens), Q9Y4P1; inhibition, % at 8.33 µM; in the data active = inhibition above about 40%
Target sequence (Q9Y4P1 whole entry, looked up): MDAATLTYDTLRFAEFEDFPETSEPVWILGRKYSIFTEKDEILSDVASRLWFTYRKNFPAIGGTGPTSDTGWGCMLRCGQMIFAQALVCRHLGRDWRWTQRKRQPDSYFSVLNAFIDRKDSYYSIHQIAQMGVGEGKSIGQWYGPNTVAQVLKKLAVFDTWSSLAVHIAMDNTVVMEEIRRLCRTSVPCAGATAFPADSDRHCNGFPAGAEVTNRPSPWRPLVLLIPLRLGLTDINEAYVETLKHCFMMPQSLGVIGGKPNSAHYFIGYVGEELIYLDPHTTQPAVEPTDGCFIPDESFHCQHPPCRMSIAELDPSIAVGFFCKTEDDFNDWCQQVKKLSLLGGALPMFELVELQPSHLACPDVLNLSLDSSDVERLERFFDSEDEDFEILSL
hIAP activ: human IAP activators, primary screen, biochemical, luminescence, uHTS; 330,000 tested, 0.16% active; activation factor at 10 µM; Intestinal-type alkaline phosphatase (Homo sapiens), P09923; purified human IAP, CDP-Star luminescence, 30 min; stronger effect = higher value; 1 = vehicle-only enzyme, 0 = enzyme-free background;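 active = activation factor of the enzyme at least 2-fold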; also: the source names both 10 and 20 µM as test concentration; values of inactives mirror those of a sister screen read the other way
Target sequence (P09923 whole entry, looked up): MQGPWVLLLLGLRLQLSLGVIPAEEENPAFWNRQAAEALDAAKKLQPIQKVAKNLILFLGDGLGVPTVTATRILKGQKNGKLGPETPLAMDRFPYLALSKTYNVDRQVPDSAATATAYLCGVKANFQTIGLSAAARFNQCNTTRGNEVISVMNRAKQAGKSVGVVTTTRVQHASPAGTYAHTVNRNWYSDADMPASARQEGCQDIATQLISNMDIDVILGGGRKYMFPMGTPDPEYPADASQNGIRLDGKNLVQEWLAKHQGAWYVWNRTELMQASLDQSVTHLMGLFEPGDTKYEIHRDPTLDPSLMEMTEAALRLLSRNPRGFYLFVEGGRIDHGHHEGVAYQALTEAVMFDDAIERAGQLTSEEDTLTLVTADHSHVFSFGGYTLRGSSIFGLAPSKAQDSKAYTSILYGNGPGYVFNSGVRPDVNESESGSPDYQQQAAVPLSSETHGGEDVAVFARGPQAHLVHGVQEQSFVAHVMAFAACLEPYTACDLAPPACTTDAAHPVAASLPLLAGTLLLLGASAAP
PfG6PD inh: PfG6PD enzyme inhibitors, primary screen, biochemical, fluorescence intensity, uHTS. inhibition, % at 20 µM. PfGluPho enzyme, NADPH resazurin-diaphorase fluorescence. glucose-6-phosphate dehydrogenase-6-phosphogluconolactonase (Plasmodium falciparum 3D7). 350,000 tested, 0.78% active;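 active = inhibition reaching at least a set limit at 20 µM in the primary screen, cut at about 59% in these data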;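 also: 0% = DMSO wells with substrate and 100% = DMSO wells lacking glucose-6-phosphate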
A3A deaminase: APOBEC3A ssDNA deaminase inhibitors, primary screen, selectivity assay for APOBEC3G inhibitor project, biochemical, FAM/TAMRA oligo cleavage fluorescence; 330,000 tested, 0.41% active; inhibition, % at 20 µM; DNA dC->dU-editing enzyme APOBEC-3A (Homo sapiens), P31941; recombinant A3A, FAM/TAMRA ssDNA deamination fluorescence;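 active = at least 40% inhibition at 20 µM here, with at most 30% in a related deaminase screen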;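 also: plate controls were A3A with DMSO for no effect and wells lacking A3A enzyme for full effect; some results filed as inactive read as strong as hits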
mIAP block: inhibitors of mouse IAP, primary screen, biochemical, luminescence, uHTS | intestinal alkaline phosphatase [Mus musculus] | purified mouse IAP, CDP-Star luminescence, 30 min | inhibition, % at 10 µM | 330,000 tested, 0.2% active;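 active = inhibition of at least 40% at 10 µM in the primary screen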;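 also: plate controls were DMSO with enzyme for no effect and no enzyme wells for full effect; values of inactives mirror those of a sister screen read the other way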
mIAP activ: activators of mouse IAP, primary screen, biochemical, luminescence, uHTS | intestinal alkaline phosphatase [Mus musculus] | AID 2805, 2010 | activation factor at 10 µM | 330,000 tested, 0.24% active | muIAP, CDP-Star luminescence, 30 min; stronger effect = higher value; 1 = vehicle-only enzyme signal, 0 = enzyme-free wells;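 active = activation factor of at least 2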; also: the source names both 10 and 20 µM as test concentration; values of inactives mirror those of a sister screen read the other way
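Assay system: mouse IAP enzyme; reagent: chemiluminescent substrate CDP-Star; dosing: test compounds delivered from DMSO solution; schedule: 30 min at room temperature; measured by: luminescence from enzymatic CDP-Star hydrolysis; controls: DMSO-only wells and no-enzyme negative control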
hIAP inh: human IAP inhibitors, primary screen, biochemical, luminescence, uHTS | Intestinal-type alkaline phosphatase (Homo sapiens), P09923 | 330,000 tested, 0.12% active | AID 2544, 2010 | purified IAP, CDP-Star luminescence, 30 min | inhibition, % at 10 µM;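 active = inhibition reaching a set limit with compound at 10 µM in the primary screen, cut at about 35% in these data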;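 also: plate controls were DMSO wells with enzyme for no effect and no-enzyme buffer wells for full effect; values of inactives mirror those of a sister screen read the other way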
HKDC1 inh: HKDC1 hexokinase inhibitors, primary screen, biochemical, fluorescence, uHTS; recombinant HKDC1, G6PDH/diaphorase resazurin coupled fluorescence; inhibition, % at 20 µM; 340,000 tested, 0.16% active;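 active = inhibition above about 35% when tested at 20 µM, limit read from the data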;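 also: plate controls were DMSO wells with enzyme for no effect and DMSO wells lacking enzyme for full effect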
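Assay system: recombinant HKDC1 hexokinase; detection: coupled resazurin fluorescence, excitation 525 nm, emission 613 nm; benchmarks: DMSO-plus-enzyme-mix negative control, buffer-substituted positive control; compound dosing: single 20 µM dose; schedule: 90 min at room temperature in dark; also added: glucose plus 1 mM ATP as hexokinase substrates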
* = called active by the depositor; & = joins results of further samples.

(1) CCn1nc(C(=O)OCC(=O)c2c[nH]c3ccccc23)c2ccccc2c1=O
(2) Cc1cccc(N2CCN(C(=O)c3ccc4nccnc4c3)CC2C)c1 (stereo not given)
(3) CC1CC(N(C(=O)c2ccco2)c2ccccc2)c2ccccc2N1C(=O)c1ccco1 (stereo not given)
(4) Cc1ccccc1NNC(=O)C(=O)NNc1ccccc1C
(5) CCOc1ccc2c(C)c(Cl)c(=O)oc2c1
(6) O=C(Nc1cccc(Cl)c1)NC1CC2CCC(C1)N2Cc1ccco1 (stereo not given)
(7) CN(C(=O)COc1ncnc2sccc12)c1ccccc1
(8) CCc1ccc(CN(C)C(=O)CCc2nnc(Cc3cccc(C)c3)o2)nc1
(9) FC(F)(F)COc1ccc(-c2nnc(SCc3c(Cl)cccc3Cl)o2)cn1
(10) OC(c1ccc(OCc2ccccc2)cc1)c1nnc(-c2ccccc2)o1 (stereo not given)

entry no.,1,2,3,4,5,6,7,8,9,10
ATG4B inh,-12,-7,-4,3,-8,3,-15,6,-2,3
hIAP activ,0.96,1.2,0.95,1.1,0.89,1.2,0.99,1.1,1.2,0.94
PfG6PD inh,5,3,-10,-13,13,4,-6,-5,16,-10
A3A deaminase,3,-2,4,0,1,3,4,-2,0,2
mIAP block,7,-15,10,-4,-7,-15,4,-13,3,2
mIAP activ,0.93,1.1,0.9,1,1.1,1.1,0.96,1.1,0.97,0.98
hIAP inh,4,-15,5,-11,11,-15,1,-6,-22,6
HKDC1 inh,-9,-3,0,-6,1,11,1,-7,-3,-1

(11) COc1ccc(C(=O)CSc2nnc(COc3ccc(C#N)cc3)n2-c2ccccc2)cc1
(12) CCOC(=O)c1[nH]c(C)c(/C(O)=C2\C(=O)C(=O)N(CCN3CCOCC3)C2c2ccco2)c1C (stereo not given)
(13) COc1ccc(NC(=O)c2ccco2)cc1NC(=O)c1ccc(Br)o1
(14) O=C(Cc1n[nH]c(=O)c2ccccc12)OCC(=O)c1ccc(OC(F)F)cc1OC(F)F
(15) Cc1ccc(S(=O)(=O)N(C)CCCC(=O)Nc2ccc(F)cc2)cc1
(16) Cc1ccc(C(=O)NCc2ccccn2)o1
(17) COCCn1c(C)cc(C(=O)COC(=O)c2c(C)nn(Cc3ccccc3)c2C)c1C
(18) O=C(c1ccc(=O)[nH]c1)N1CCN(S(=O)(=O)c2cc(C(F)(F)F)ccc2Cl)CC1
(19) CN(C)S(=O)(=O)c1ccc(NS(=O)(=O)/C=C/c2ccccc2)cc1
(20) COc1ccc(CC2(CO)CCN(S(=O)(=O)N(C)C)CC2)cc1

entry no.,11,12,13,14,15,16,17,18,19,20
ATG4B inh,-10,0,2,-3,-3,1,-18,-8,-15,-5
hIAP activ,1.1,0.87,0.95,1.1,0.83,0.84,1,0.92,0.92,1
PfG6PD inh,-5,-6,4,-6,-15,-4,10,-1,-18,3
A3A deaminase,-2,-1,1,2,1,0,-5,26,-2,-1
mIAP block,-1,1,6,3,1,3,-2,5,-4,2
mIAP activ,1,0.99,0.94,0.97,0.99,0.97,1,0.95,1,0.98
hIAP inh,-8,13,5,-6,17,16,0,8,8,-4
HKDC1 inh,-3,-4,-10,-3,-7,0,1,-6,-2,-13

(21) CN(C)Cc1ccccc1CCc1ccccc1
(22) Nc1nc(SCc2c(Cl)cccc2Cl)n[nH]1
(23) Cc1nc2ccccc2c(N)c1C(=O)/C=C/c1ccccc1
(24) CCOc1cccc(CNCc2cccnc2)c1OCc1ccccc1
(25) Cc1ccc(NC(=O)CN(C)C(=O)CSc2n[nH]c(N)n2)cc1
(26) C/C(=N/OCC(=O)Nc1ccccc1)c1cccs1
(27) O=C(NCCCN1CCCC1=O)C1CCN(S(=O)(=O)c2ccccc2)CC1
(28) Cc1ccc(C(=O)Nc2cc(C(F)(F)F)ccc2N2CCCCC2)cc1[N+](=O)[O-]
(29) COc1ccc(C(=O)CC(SCC(NC(C)=O)C(=O)O)c2ccc(Cl)cc2)cc1OC (stereo not given)
(30) O=C(Nc1ccc(C(=O)O)cc1)/C(=C\c1ccco1)NC(=O)c1ccco1

entry no.,21,22,23,24,25,26,27,28,29,30
ATG4B inh,2,-15,4,-7,-1,-1,-2,-1,-4,-10
hIAP activ,1,0.97,0.96,0.97,0.9,1,0.8,0.91,0.89,0.9
PfG6PD inh,9,21,-7,4,-6,3,11,2,15,11
A3A deaminase,-4,-4,-2,2,-1,-1,-3,0,-5,0
mIAP block,-2,3,5,-4,-3,-2,-8,8,7,3
mIAP activ,1,0.97,0.95,1,1,1,1.1,0.92,0.93,0.97
hIAP inh,0,3,4,3,10,-3,20,9,11,10
HKDC1 inh,0,-3,14,-5,8,0,5,9,8,-5

(31) COC1CCCCC1NS(=O)(=O)c1ccccc1 (stereo not given)
(32) O=C(c1ccco1)N1N=C(c2cccs2)CC1c1ccccc1O (stereo not given)
(33) COc1ccc(C(=O)NCCCSc2ccccc2)cc1F
(34) COc1ccc(/C=C(\C#N)C(=O)OCC(=O)Nc2c(C)cccc2C(C)C)cc1
(35) COC(=O)NNC(=O)COc1ccc(Br)c(C)c1
(36) O=C1NCCCCC1NS(=O)(=O)c1cccc2ccccc12 (stereo not given)
(37) CCn1c(N)c(C(=O)N2CCOCC2)sc1=S
(38) O=C(Cn1cnc2scc(-c3ccc(F)cc3)c2c1=O)NCC(c1ccco1)N1CCCC1 (stereo not given)
(39) Cc1cccc(C)c1NC(=O)CN(C)C(=O)C1CCCCC1
(40) O=C(c1ccc(-c2ccccc2)c(F)c1)C1CCCN(C(=O)c2cncs2)C1 (stereo not given)

entry no.,31,32,33,34,35,36,37,38,39,40
ATG4B inh,-8,-6,-5,11,3,0,-19,-6,1,-9
hIAP activ,1,1.2,1.2,0.99,1.1,0.93,1.1,1.1,1.1,1
PfG6PD inh,11,11,13,15,7,4,38,0,-12,8
A3A deaminase,0,5,7,-2,-6,-2,-2,-2,-1,0
mIAP block,-11,-2,3,-6,4,-1,-1,4,6,5
mIAP activ,1.1,1,0.97,1.1,0.95,1,1,0.96,0.94,0.95
hIAP inh,-2,-16,-16,1,-7,7,-11,-9,-10,-2
HKDC1 inh,-3,-2,-4,-12,-4,-4,-8,-3,-1,-4

Arranged by length of the SMILES (descending): 6 of the compounds above.
(38) O=C(Cn1cnc2scc(-c3ccc(F)cc3)c2c1=O)NCC(c1ccco1)N1CCCC1 (stereo not given)
(40) O=C(c1ccc(-c2ccccc2)c(F)c1)C1CCCN(C(=O)c2cncs2)C1 (stereo not given)
(32) O=C(c1ccco1)N1N=C(c2cccs2)CC1c1ccccc1O (stereo not given)
(39) Cc1cccc(C)c1NC(=O)CN(C)C(=O)C1CCCCC1
(33) COc1ccc(C(=O)NCCCSc2ccccc2)cc1F
(31) COC1CCCCC1NS(=O)(=O)c1ccccc1 (stereo not given)

entry no.,38,40,32,39,33,31
ATG4B inh,-6,-9,-6,1,-5,-8
hIAP activ,1.1,1,1.2,1.1,1.2,1
PfG6PD inh,0,8,11,-12,13,11
A3A deaminase,-2,0,5,-1,7,0
mIAP block,4,5,-2,6,3,-11
mIAP activ,0.96,0.95,1,0.94,0.97,1.1
hIAP inh,-9,-2,-16,-10,-16,-2
HKDC1 inh,-3,-4,-2,-1,-4,-3

Next entries follow:
(41) Cc1ccc(S(=O)(=O)N/N=C/c2ccccc2O)cc1
(42) COc1cc(NC(=O)CNC(c2ccccc2)c2ccccc2)cc(OC)c1OC
(43) Cn1nnc2cc(C(=O)N3CCCCCC3)ccc21
(44) COc1ccc(CCn2nnnc2C(C(C)C)N2CCN(c3ncccn3)CC2)cc1OC (stereo not given)
(45) CC(NC(=O)CN(c1ccccc1F)S(C)(=O)=O)c1ccccc1 (stereo not given)
(46) Cc1ccc(S(=O)(=O)CCC(=O)OC(C)C(=O)NC2CCCCC2C)cc1 (stereo not given)
(47) CC(C)(C)NC(=O)CN(Cc1ccccc1)S(=O)(=O)c1ccccc1
(48) O=C(Nc1nnc(-c2cccs2)o1)c1cc(-c2ccccc2)nc2ccccc12
(49) Fc1cccc(F)c1CSc1nc2ccccc2[nH]1
(50) O=C1c2ccccc2C(=O)N1CCc1c[nH]c2ccc(O)cc12
(51) CN(C)c1ccnc2c[cH-]cc12.[Fe].c1ccc(-[c-]2[c-](-c3ccccc3)[c-](-c3ccccc3)[c-](-c3ccccc3)[c-]2-c2ccccc2)cc1 (stereo not given)
(52) O=C(CS(=O)(=O)Cc1ccccc1)Nc1nnc(C(F)(F)F)s1
(53) O/N=C/c1ccccc1OCc1ccccc1Cl

entry no.,41,42,43,44,45,46,47,48,49,50,51,52,53
ATG4B inh,2,-5,-14,12,-4,1,-3,-4,-1,7,-3&-1,3,8
hIAP activ,0.97,1.2,1,1.1,1,1,1.1,1.2,1.1,1,1&0.98,0.92,1
PfG6PD inh,-7,4,4,0,-10,-10,0,-51,8,-5,6&2,-29,3
A3A deaminase,-5,-3,-6,0,-5,0,-3,0,1,-2,-2&-3,-3,-2
mIAP block,0,-18,-4,1,16,-3,-4,-1,0,-7,4&5,5,-2
mIAP activ,1,1.2,1,0.99,0.84,1,1,1,1,1.1,0.96&0.95,0.95,1
hIAP inh,3,-20,-2,-13,0,-4,-13,-22,-8,0,-1&2,8,0
HKDC1 inh,0,-2,-3,4,0,-5,-4,-5,-4,8,-4&-5,2,2

Screening results: PubChem BioAssay, Sanford-Burnham Center for Chemical Genomics
